# Bioassay records (PubChem BioAssay)
# TR-FRET SRC-2 ct – TR-FRET signal artefacts, primary screen, artefact control for PPARgamma SRC-2 agonist project, biochemical. TR-FRET artefact counter-screen; hits give high values. actives 0.4% (n = 200,000). TR-FRET ratio at 8 µM; in the data active means TR-FRET ratio above about 2000; further: inactives centre near 1500
# TNAP inh hiacc – human TNAP enzyme inhibitors, primary screen, biochemical, luminescent, high phosphate acceptor level, uHTS | purified TNAP, CDP-star luminescence, 1 M DEA | AID 1135, 2008 | inhibition, % at 20 µM | Alkaline phosphatase, tissue-nonspecific isozyme (Homo sapiens), P05186 | actives 0.03% (n = 200,000);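 active means over 50% inhibition of tissue-nonspecific alkaline phosphatase at 20 µM in the single-dose screen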;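 further: plate controls were DMSO wells for no effect and EDTA-quenched wells as full inhibition for full effect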
# Target sequence (P05186 whole entry, looked up): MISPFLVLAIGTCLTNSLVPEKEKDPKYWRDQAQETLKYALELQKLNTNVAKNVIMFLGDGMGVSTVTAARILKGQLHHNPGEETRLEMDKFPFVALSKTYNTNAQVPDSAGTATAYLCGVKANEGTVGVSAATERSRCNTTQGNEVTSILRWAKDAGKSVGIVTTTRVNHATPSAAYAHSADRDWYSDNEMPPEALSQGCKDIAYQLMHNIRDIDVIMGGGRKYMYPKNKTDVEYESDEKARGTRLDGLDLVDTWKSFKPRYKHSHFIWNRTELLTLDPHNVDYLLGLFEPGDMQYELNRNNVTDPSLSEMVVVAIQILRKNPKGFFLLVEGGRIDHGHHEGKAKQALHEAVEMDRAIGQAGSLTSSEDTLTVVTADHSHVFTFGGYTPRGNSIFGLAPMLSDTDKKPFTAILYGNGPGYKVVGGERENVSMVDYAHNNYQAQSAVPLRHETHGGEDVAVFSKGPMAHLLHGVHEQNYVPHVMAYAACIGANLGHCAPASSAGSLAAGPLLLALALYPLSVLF
# HMGR II inh – inhibitors of E. faecalis class II HMGR, primary screen, biochemical, Enterococcus faecalis | purified E. faecalis HMGR, NADPH absorbance 340 nm kinetic | inhibition, % at 10 µM | actives 0.41% (n = 190,000);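 active means inhibition above a set limit, the median over all tested compounds plus 3 SD, cut at about 9.5% in these data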;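 further: enzyme runs in reverse so mevalonate oxidation gives rising NADPH absorbance; 0% = complete reaction with DMSO and 100% = background rate lacking mevalonate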
# bIAP inhibitor – bovine intestinal alkaline phosphatase inhibitors, primary screen, selectivity assay for TNAP inhibitor project, biochemical, bovine IAP, CDP-star luminescence; alkaline phosphatase, intestinal [Bos taurus]; purified bovine IAP, 30 min; inhibition, % at 20 µM; 190,000 tested, under 10 active; AID 1019, 2008;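 active means over 50% inhibition of intestinal alkaline phosphatase at 20 µM in the single-dose screen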
#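 test system = bovine IAP enzyme | medium = DEA buffer 100 mM, pH 9.8, with MgCl2 1.0 mM, ZnCl2 0.02 mM | detection = luminescence | dosing = single compound dose of 20 µM, 2% DMSO final | incubation = 30 min reaction at room temperature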
# TNAP act hiacc – TNAP activators at high phosphate acceptor level, primary screen, biochemical, luminescence, uHTS; Alkaline phosphatase, tissue-nonspecific isozyme (Homo sapiens), P05186; activation factor at 20 µM; 200,000 tested, under 10 active; purified TNAP, CDP-star luminescence, 1 M DEA, 30 min; hits give high values; 0 = EDTA background, 1 = DMSO-only activity; AID 1136, 2008;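 active means activation factor at least 2 at 20 µM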
#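 Assay system: human TNAP; Input: enzyme diluted 1/800 final; Reagent: CDP-star luminogenic substrate at 100 µM final; Timing: 30 min, room temperature; Signal: luminescence; Evaluation: TNAP activation factor scaled between EDTA and DMSO control wells.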
# PPARg SRC1 recr – PPARgamma agonists recruiting SRC-1 coactivator, primary screen, biochemical | PPARgamma-SRC-1 coactivator recruitment biochemical assay | activation, % at 8 µM | actives 0.41% (n = 200,000) | AID 631, 2007; in the data active means activation above about 19%;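 further: 0% = DMSO and 100% = reference agonist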
# Target sequence (P37231 whole entry, looked up): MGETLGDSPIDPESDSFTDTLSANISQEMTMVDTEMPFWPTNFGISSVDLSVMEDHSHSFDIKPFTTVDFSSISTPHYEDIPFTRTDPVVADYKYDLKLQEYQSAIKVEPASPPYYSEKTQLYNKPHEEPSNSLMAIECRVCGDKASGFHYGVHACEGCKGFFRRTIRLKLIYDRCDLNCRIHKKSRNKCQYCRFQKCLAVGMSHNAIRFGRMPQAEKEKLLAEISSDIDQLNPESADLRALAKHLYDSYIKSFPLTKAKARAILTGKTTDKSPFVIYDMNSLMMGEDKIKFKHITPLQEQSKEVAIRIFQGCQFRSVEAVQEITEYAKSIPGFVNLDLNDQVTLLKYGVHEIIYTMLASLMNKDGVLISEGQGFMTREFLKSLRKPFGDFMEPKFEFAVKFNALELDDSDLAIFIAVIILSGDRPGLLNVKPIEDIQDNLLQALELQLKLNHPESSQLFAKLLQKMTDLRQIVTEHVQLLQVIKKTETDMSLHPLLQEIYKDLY
# PPARg SRC2 recr – agonists of PPARg-SRC-2 recruitment, primary screen, biochemical, HTS; Peroxisome proliferator-activated receptor gamma (Homo sapiens), P37231; PPARgamma LBD-SRC-2 recruitment; activation, % at 8 µM; actives 0.34% (n = 200,000); AID 1032, 2008; in the data active means activation above about 22%;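 further: 0% = vehicle and 100% = reference agonist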
# PPARg SRC-3 ag – PPARgamma agonists recruiting SRC-3 coactivator, primary screen, biochemical; biochemical PPARgamma/SRC-3 coactivator recruitment assay; activation, % at 8 µM; actives 0.26% (n = 200,000); in the data active means activation above about 23%;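 further: 0% = DMSO and 100% = reference agonist; some compounds past the cut are filed as inactive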
# TNAP inh noacc – human TNAP enzyme inhibitors, primary screen, biochemical, luminescent, no phosphate acceptor, uHTS | actives 0.26% (n = 200,000) | purified TNAP, CDP-star luminescence, 30 min | inhibition, % at 20 µM | Alkaline phosphatase, tissue-nonspecific isozyme (Homo sapiens), P05186;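 active means tissue-nonspecific alkaline phosphatase inhibition above about 50% at 20 µM in the single-dose screen, limit read from the data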;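 further: 0% = DMSO negative control and 100% = EDTA positive control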
# bIAP activator – bovine intestinal alkaline phosphatase activators, primary screen, biochemical, bovine IAP, CDP-star luminescence; alkaline phosphatase, intestinal [Bos taurus]; AID 1016, 2008; activation factor at 20 µM; purified bovine IAP, 30 min; hits give high values; fold of DMSO-control signal, blank-subtracted; actives 0.17% (n = 200,000);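 active means activation factor of 2 or more at 20 µM, a signal rise over negative controls twice the positive control's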
# Active calls of the source: *.
SMILES,TR-FRET SRC-2 ct,TNAP inh hiacc,HMGR II inh,bIAP inhibitor,TNAP act hiacc,PPARg SRC1 recr,PPARg SRC2 recr,PPARg SRC-3 ag,TNAP inh noacc,bIAP activator
Cc1ccc(NC(=O)C2C(c3ccccc3)C=CC(c3ccccc3)C2C(=O)O)cc1 (stereo not drawn),1497,-6,1,-8,1.1,2,3,8,-6,1.1
Cc1ccc(Cn2ncc3c(N4CCOCC4)ncnc32)cc1,1686,-4,2,-8,1,5,2,2,-1,1.1
Cc1cc(C(=O)CSc2nnc(N)s2)c(C)n1-c1c(C)n(C)n(-c2ccccc2)c1=O,1387,0,1,-6,1,2,0,-3,-9,1.1
COc1ccc(/C=N\NC(=O)/C(=C\Nc2nccc(C)n2)NC(=O)c2ccccc2)cc1,1698,-7,-3,-8,1.1,6,11,6,-9,1.1
CCOC(=O)N1CCN(C(=O)Cn2cnc3ccccc3c2=O)CC1,1683,0,-1,12,1,0,-2,0,-2,0.9
Cn1c(=O)[nH]c2sc3c(c2c1=O)CC(C)(C)OC3,1505,-3,-1,3,1,2,0,-4,-16,1
CCOC(=O)C1C(=O)C=C(/C=C/c2ccc(N(C)C)cc2)CC1c1ccccc1 (stereo not drawn),1547,15,1,8,0.8,0,2,0,-10,0.9
O=c1cc(-c2ccc3c(c2)OCO3)oc2ccccc12,2211*,2,-7,6,1,33*,27*,1,-13,0.9
COc1cc2c(c3oc(-c4ccccc4)cc(=O)c13)C=CC(C)(C)O2,1472,-4,-4,-25,1,-10,-5,-4,-3,1.3
CC(=O)c1cccc(NC(=S)NC(=O)c2ccccc2C)c1,1758,-5,3,-1,1.1,11,11,5,-7,1
COc1cc2ccccc2cc1C(=O)O,1492,-2,-1,1,1,3,9,-6,-9,1
CC(C)N(N=Nc1ccc([N+](=O)[O-])cc1)C(C)C,1562,1,0,1,1,5,5,5,-11,1

# PPARg SRC1 recr, hit marks shown above.
smiles,TNAP inh hiacc,HMGR II inh,bIAP inhibitor,TNAP act hiacc,PPARg SRC1 recr,PPARg SRC-3 ag,TNAP inh noacc,bIAP activator
O=c1cc(-c2ccc3c(c2)OCO3)oc2ccccc12,2,-7,6,1,33*,1,-13,0.9

# Continued.
SMILES,TR-FRET SRC-2 ct,TNAP inh hiacc,HMGR II inh,bIAP inhibitor,TNAP act hiacc,PPARg SRC1 recr,PPARg SRC2 recr,PPARg SRC-3 ag,TNAP inh noacc,bIAP activator
CCN(C(=O)c1ccc(C)c(Br)c1)c1ccccc1,1567,0,-5,-3,1,-7,-7,-1,-15,1
CCc1ccccc1NC(=S)N(CCN1CCOCC1)C1CCN(C(C)=O)CC1,1524,0,3,-12,1,-2,-11,6,-3,1.1
COc1ccc(CCN(C(=O)COc2ccccc2)c2nc(-c3ccccc3)cs2)cc1OC,1574,-4,-7,0,1,1,-4,2,-6,1
CC(C)Oc1ccc(NC(N)=O)cc1,1501,-6,-1,-4,1.1,-6,6,-6,-15,1
Cc1cc(C(F)F)n2nc(C(=O)Nc3sc4c(c3C(N)=O)CCC4)nc2n1,1631,4,4,39,1,10,4,2,-15,0.6
Cc1ccc(Nc2nnc(SC(C)C(=O)Nc3c(C)n(C)n(-c4ccccc4)c3=O)s2)cc1 (stereo not drawn),1731,1,-4,28,1,-2,0,3,-6,0.7
CC(=O)Nc1ccccc1C(=O)C(=O)O,1656,-6,3,0,1.1,7,1,9,-12,1
C/C=C/Cn1c(Br)nc2c1c(=O)[nH]c(=O)n2C,1492,-7,0,5,1.1,7,9,-3,-14,1
O=C(CC1NCCNC1=O)Nc1ccc([N+](=O)[O-])cc1 (stereo not drawn),1771,-7,-4,1,1.1,-1,6,3,-9,1
OC1CCN(Cc2cn(Cc3ccccc3)nc2-c2cc3ccccc3o2)CC1,1554,-3,2,4,1,6,-4,1,-5,1
CC(C)COC(=O)C1C2C=CC3(CN(C(C)c4ccc(Br)cc4)C(=O)C13)O2 (stereo not drawn),1817,-2,-10,-6,1,11,8,6,-3,1.1
COc1cc(CN2CCC(CO)(CCOc3ccccc3)CC2)cc(OC)c1OC,1580,-3,4,-14,1,9,10,6,-2,1.1
CSc1ncc(Cl)c(C(=O)Nc2nnc(SC)s2)n1,1465,-5,-1,8,1.1,-2,0,-4,-12,0.9
COc1ccc(-c2noc(CCC(=O)NC3CCN(Cc4ccccc4)CC3)n2)cc1,1206,-3,-3,-1,1,-2,-5,1,30,1
COc1ccc(OC)c(NC(=O)c2nnn(Cc3ccc(Br)cc3F)c2N)c1,1484,-1,2,20,1,-7,-3,-9,-11,0.8
CCOC(=O)N1CCN(C(=O)c2oc3ccc(S(=O)(=O)N4CCOCC4)cc3c2C)CC1,1757,-3,-5,-11,1,-4,2,4,-8,1.1
Cc1cc(C(=O)Nc2c(C)nn(Cc3ccc(F)cc3)c2C)on1,1557,-7,6,-4,1.1,-4,4,-1,-18,1
Cc1ccc(N(C(=O)Cn2nnc(-c3ccccc3)n2)C(C(=O)NC2CCCCC2)c2ccccn2)cc1C (stereo not drawn),1500,-1,1,14,1,-2,-2,4,-7,0.9
N#Cc1ccsc1NC(=O)CN1CCN(c2ccccc2)CC1,1357,3,-3,8,1,-5,0,-3,-6,0.9
O=C(C1CC1)N1CCN=C1SCc1cccc(F)c1,1648,-2,0,14,1,8,-5,4,-7,0.9
CSCCC(NS(=O)(=O)c1ccc(Cl)cc1)C(=O)OCc1c(Cl)cccc1Cl (stereo not drawn),1521,-1,0,-3,1,3,-1,0,-20,1
COc1ccc(CCN2C(=O)C3C4CCC(C4=C(C)C)C3C2=O)cc1OC (stereo not drawn),1576,-2,-2,4,1,-5,6,9,-4,1
COc1cccc(OC)c1C(=O)Nc1ccc2c(c1)Cc1ccccc1-2,1669,-7,-6,-9,1.1,5,9,6,-10,1.1
CN(O)/C=c1/ccc2c(n1)C(=O)C=CC=2,1671,8,-3,1,0.9,-2,-1,0,7,1
CCn1c(-c2cccc(Cl)c2)n[nH]c1=S,1708,-5,-9,12,1,18,10,17,18,0.9
O=C(c1ccccc1)c1coc2ccc(O)c(CN3CCOCC3)c12,1518,0,2,-6,1,1,7,6,-5,1.1
COc1cc(OC)cc(C(=O)NCC(=O)OCC(=O)Nc2ncc(Cl)cc2Cl)c1,1696,-2,-2,-10,1,0,-2,-4,1,1.1
S=C(Nc1ccc2snnc2c1)N1CCN(c2ccccn2)CC1,1566,-4,-5,2,1,-2,0,3,-9,1
CC(C)(C)N1CSC(=S)N(Cc2ccccc2)C1,1573,-6,4,27,1.1,7,0,-4,-14,0.7
Cc1cnc(C(=O)OCC(=O)NCCCc2ccccc2)cn1,1574,-3,-9,6,1,-3,0,5,-8,0.9
Cc1onc(-c2c(F)cccc2Cl)c1C(=O)OCC(=O)Nc1c(C)n(C)n(-c2ccccc2)c1=O,1638,-8,0,-26,1.1,5,6,0,-3,1.3
CC(C)NC(=S)N/N=C/c1sc(N2CCCCC2)nc1-c1cccs1,1529,12,0,3,0.9,-4,-9,-2,-12,1
COc1ccccc1N1CCN(C(CNS(C)(=O)=O)c2cccnc2)CC1 (stereo not drawn),1515,-5,2,-19,1.1,-7,0,-5,-14,1.2
CCc1ccc(OCC(=O)NN2Cc3ccccc3C2=N)cc1,1668,-1,2,0,1,-2,4,2,-14,1
CCOC(=O)c1cc(-c2ccccc2)sc1NC(=O)C(C)OC(=O)c1cccnc1OCC (stereo not drawn),1450,-1,-13,6,1,3,-6,-4,3,0.9
Oc1ccccc1-c1n[nH]c(=S)n1Cc1ccco1,1644,-3,1,1,1,0,5,1,17,1

# A portion from further up, for reference:
SMILES,TR-FRET SRC-2 ct,TNAP inh hiacc,HMGR II inh,bIAP inhibitor,TNAP act hiacc,PPARg SRC1 recr,PPARg SRC2 recr,PPARg SRC-3 ag,TNAP inh noacc,bIAP activator
Cc1onc(-c2c(F)cccc2Cl)c1C(=O)OCC(=O)Nc1c(C)n(C)n(-c2ccccc2)c1=O,1638,-8,0,-26,1.1,5,6,0,-3,1.3
CC(C)NC(=S)N/N=C/c1sc(N2CCCCC2)nc1-c1cccs1,1529,12,0,3,0.9,-4,-9,-2,-12,1
COc1ccccc1N1CCN(C(CNS(C)(=O)=O)c2cccnc2)CC1 (stereo not drawn),1515,-5,2,-19,1.1,-7,0,-5,-14,1.2
CCc1ccc(OCC(=O)NN2Cc3ccccc3C2=N)cc1,1668,-1,2,0,1,-2,4,2,-14,1
CCOC(=O)c1cc(-c2ccccc2)sc1NC(=O)C(C)OC(=O)c1cccnc1OCC (stereo not drawn),1450,-1,-13,6,1,3,-6,-4,3,0.9
Oc1ccccc1-c1n[nH]c(=S)n1Cc1ccco1,1644,-3,1,1,1,0,5,1,17,1

# The list continues.
SMILES,TR-FRET SRC-2 ct,TNAP inh hiacc,HMGR II inh,bIAP inhibitor,TNAP act hiacc,PPARg SRC1 recr,PPARg SRC2 recr,PPARg SRC-3 ag,TNAP inh noacc,bIAP activator
Cc1oc(CN2CCOCC2)cc1C(=O)O,1631,0,2,-7,1,-5,7,0,-7,1.1
COc1cc(-c2nnc(CSc3nnc(N)s3)o2)cc(OC)c1OC,1468,-6,-8,4,1.1,-2,-3,-2,-14,1
CN1CCN(S(=O)(=O)c2ccc3c(c2)OCCO3)CC1,1611,-3,-2,16,1,-1,11,5,-11,0.8
N/C(=N\OC(=O)c1ccc2c(c1)OCO2)c1ccc(Cl)cc1,1370,-4,2,8,1,-4,-8,-4,-15,0.9
COC(=O)C1=C(C)N(CCC2=CCCCC2)C(=O)C1,1400,3,-5,-2,1,0,-2,-2,-3,1
CC1CN(C(c2cccs2)c2sc3ncnn3c2O)CC(C)O1 (stereo not drawn),1673,-4,3,12,1,3,4,3,-4,0.9
O=C(Nc1cccc2ccccc12)c1onc2c1CCCC2,1639,3,2,14,1,4,8,0,-3,0.9
COc1cc(/C=C2\SC(=O)N(c3cccc(Cl)c3)C2=O)cc([N+](=O)[O-])c1O,1446,14,0,32,0.9,6,11,6,19,0.7
CCOc1ccccc1-n1c(=S)sc2c(=O)n(-c3ccc(C)cc3)c(=S)[nH]c21,1579,-5,-6,8,1.1,11,2,3,-16,0.9
CN(Cc1ccon1)C(=O)CC1C(=O)NCCN1CC(C)(C)C (stereo not drawn),1601,-5,-3,-6,1.1,2,3,6,-10,1.1
Cc1ccc(OCCNC(=O)Cc2ccc(F)cc2)cc1,1585,-4,-5,-6,1,6,5,6,-7,1.1
CCC(=O)Nc1cccc(Br)c1,1495,-2,0,12,1,9,7,-6,-10,0.9
COCCCNc1c2c(nc3nnnn13)CCCC2,1309,-2,-3,2,1,-8,-10,-2,-9,1
Cc1cc(Oc2nc3c(C)cccn3c(=O)c2/C=C(\C#N)S(=O)(=O)c2ccc(Cl)cc2)ccc1Cl,1440,1,-5,33,1,-5,-3,4,-2,0.7
